Assay outcomes deposited in PubChem BioAssay by several laboratories.
Rpn11 inh: blocks the human proteasome subunit Rpn11. O00487. human 26S proteasome, Ub4-pepOG fluorescence polarization; 20S core pre-blocked with epoxomicin. calls only at 20 µM. 360,000 compounds, 0.59% hits. AID 588493;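 active means inhibition at 20 µM, scaled to each plate's controls, above about 33%, limit read from the data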
Target sequence (O00487 whole entry, looked up): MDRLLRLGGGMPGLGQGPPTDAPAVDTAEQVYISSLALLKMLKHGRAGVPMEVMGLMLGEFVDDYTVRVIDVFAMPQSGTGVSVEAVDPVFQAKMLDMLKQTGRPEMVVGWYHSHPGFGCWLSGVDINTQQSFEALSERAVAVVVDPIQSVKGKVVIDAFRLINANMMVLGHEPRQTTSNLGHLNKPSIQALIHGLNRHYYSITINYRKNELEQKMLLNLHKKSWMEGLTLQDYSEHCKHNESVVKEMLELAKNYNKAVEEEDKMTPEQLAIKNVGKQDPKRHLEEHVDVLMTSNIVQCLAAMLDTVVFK
STEP inh: STEP (human) phosphatase inhibition; P54829; recombinant STEP, OMFP fluorogenic substrate, fluorescence; inhibition, % at 20 µM; 360,000 compounds, 0.25% hits;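 active means inhibition at 20 µM, scaled per plate between control wells, above about 37%, limit read from the data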;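 further: 0% = DMSO with enzyme and substrate and 100% = substrate only without enzyme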
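System: STEP (striatal-enriched tyrosine phosphatase) enzyme, cell-free; medium: Bis-Tris pH 6.0 buffer with DTT, detergent; dosing: 20 µM, 1% DMSO; times: reaction 20 min, ambient temperature; detection: fluorescence, 480/540 nm; read-out basis: normalized % inhibition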
NadD block: blocks S. aureus nicotinate mononucleotide adenylyltransferase; purified NadD enzyme, colorimetric absorbance read-out; inhibition, % at 20 µM; 360,000 compounds, 0.78% hits; in the data active means inhibition above about 26%; further: some compounds past the cut are filed as inactive
CSN inh: CSN deneddylation inhibition; Q92905; inhibition, % at 12.5 µM; Purified CSN, SCF-Nedd8-OG deneddylation, fluorescence polarization; AID 651999; 360,000 compounds, 0.38% hits;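 active means pattern-corrected inhibition above about 35%, with an unprinted fluorescence ratio check between 0.5 and 1.5, limit read from the data, passing the limit was not always enough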;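 further: 0% = enzyme with substrate and 100% = substrate without enzyme; some results filed as inactive read as strong as hits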
Target sequence (Q92905 whole entry, looked up, one chain of several): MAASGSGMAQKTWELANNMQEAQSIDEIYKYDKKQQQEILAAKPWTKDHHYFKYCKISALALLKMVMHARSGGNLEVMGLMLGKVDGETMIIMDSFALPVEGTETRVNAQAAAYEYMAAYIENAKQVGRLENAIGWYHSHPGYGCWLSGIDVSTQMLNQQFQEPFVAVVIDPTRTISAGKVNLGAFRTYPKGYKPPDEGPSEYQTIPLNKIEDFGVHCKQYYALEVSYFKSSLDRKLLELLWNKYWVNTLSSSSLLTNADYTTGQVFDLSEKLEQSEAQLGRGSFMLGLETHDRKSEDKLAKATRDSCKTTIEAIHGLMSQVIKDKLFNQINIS
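Assay system: Purified human Csn5 enzyme expressed in HEK293T cells | Amount: Enzyme 0.24 nM | Measured by: Fluorescence polarization readout | Medium: Tris/NaCl/DTT buffer, pH 7.5 | Compound dosing: One concentration, 12.5 µM, 0.25% DMSO | Times: 90 min incubation of compound, enzyme and substrate at room temperature | Control set: no-enzyme wells high, enzyme-with-substrate wells low | Read-out: % inhibition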
DNMT1 inh: DNMT1 (human) enzyme inhibition; inhibition (reported as % activation of signal), % at 10 µM; 360,000 compounds, 0.83% hits; DNMT1 molecular beacon, Hinp1I cleavage, fluorescence; P26358; in the data active means inhibition above about 50%
LMPTP inh: LMPTP (human) inhibition; P24666; recombinant LMPTP-A, OMFP fluorogenic substrate, fluorescence intensity; inhibition, % at 20 µM; 360,000 compounds, 0.22% hits;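 active means compounds that cut the enzyme signal by at least half of the control window in the single-dose screen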;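 further: plate controls were DMSO wells with enzyme plus substrate for no effect and substrate without enzyme for full effect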
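Test system – LMPTP-A phosphatase enzyme · Quantity – 0.625 nM LMPTP-A final · Reagent – OMFP substrate, 400 µM final · Dosing – one test concentration per compound, 20 µM, with 3% DMSO overall · Timing – 50 min enzyme reaction at room temperature, protected from light · Detection – fluorescence intensity · Controls – substrate-only low control, DMSO enzyme-plus-substrate high control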
Scp-1 inhibitor: Scp-1 (human) phosphatase inhibition | Q9GZU7 | Recombinant Scp1, phosphopeptide, malachite green phosphate absorbance | inhibition, % at 20 µM | 340,000 compounds, 0.88% hits | AID 493091;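 active means inhibition above about 50% at 20 µM, limit read from the data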;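 further: plate controls were DMSO wells with enzyme for no effect and wells lacking enzyme for full effect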
Target sequence (Q9GZU7 76-261 limits assumed): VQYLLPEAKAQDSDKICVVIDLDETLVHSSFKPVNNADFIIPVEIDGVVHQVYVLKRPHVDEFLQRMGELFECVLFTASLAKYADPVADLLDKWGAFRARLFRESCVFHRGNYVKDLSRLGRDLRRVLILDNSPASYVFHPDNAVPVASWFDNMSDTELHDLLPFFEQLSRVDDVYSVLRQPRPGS
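System: SCP-1 catalytic domain; Reagent: Phospho 17-mer peptide substrate; Doses: one concentration, 20 µM, with 1.0% DMSO; Incubation: 45 min room-temperature reaction, 5 min colour, 30 min stabiliser; Signal: Phosphate-binding colour reagent, absorbance read at 630 nm.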
MLLE-PAM2 inh: inhibitors of microRNA-mediated deadenylation, human PABP1 MLLE binding. P11940. AID 588489. GST-MLLE / FITC-PAM2 fluorescence polarization. inhibition, % at 20 µM. 360,000 compounds, 0.36% hits; in the data active means inhibition above about 35%, passing the limit was not always enough;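 further: plate controls were DMSO wells with GST-MLLE for no effect and wells lacking GST-MLLE protein for full effect; some results filed as inactive read as strong as hits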
TbMetRS inhib: Trypanosoma brucei MetRS inhibition | purified T. brucei MetRS, ATP depletion, Kinase-Glo luminescence | inhibition, % at 11.9 µM | 360,000 compounds, 0.4% hits | AID 624268;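 active means inhibition above a per-plate cutoff of the control wells' mean inhibition plus 3 SD, cut at about 5.5% in these data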;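 further: 0% = DMSO wells median and 100% = median of wells with control inhibitor compound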
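Test system: purified T. brucei MetRS enzyme. Also added: ATP, methionine and E. coli bulk tRNA substrates. Compound: 11.9 µM single point. Schedule: 15 min enzyme-compound preincubation, 2 h reaction, 10 min detection, 25 °C. Signal: luciferase luminescence of residual ATP, Kinase-Glo. Evaluation: percent inhibition versus plate control medians. Controls: DMSO wells, low control.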
SUMO1-SIM PPI: alters human SUMO1 binding to SIM partners. inhibition, % at 20 µM. 360,000 compounds, 0.33% hits. AID 602429. SUMO1 binding to a labelled peptide, TR-FRET, 1 h; in the data active means inhibition above about 37%
Target sequence (P63165 whole entry, looked up): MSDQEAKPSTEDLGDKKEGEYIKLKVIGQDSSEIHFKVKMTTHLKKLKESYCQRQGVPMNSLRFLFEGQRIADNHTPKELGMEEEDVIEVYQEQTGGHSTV
An asterisk follows results filed as active; i = inactive; nt = not tested or not shown.

Start of the data: the first ten records as a preview:
Below each SMILES – Rpn11 inh | STEP inh | NadD block | CSN inh | DNMT1 inh | LMPTP inh | Scp-1 inhibitor | MLLE-PAM2 inh | TbMetRS inhib | SUMO1-SIM PPI
1) O=C(CN1C(=O)NC2(CCCc3ccccc32)C1=O)c1ccc(F)c(F)c1 (stereo not drawn)
    i | -0.8 | -1.3 | 3.8 | -11.3 | -2.7 | -12.4 | -5.6 | -0.3 | 0.5
2) CCSc1nsc(NC(=O)Nc2cccc(C(C)=O)c2)n1
    i | 0.2 | -2.9 | 0.8 | 0.6 | 0.3 | -5.7 | 8.6 | -0.4 | 1.4
3) CCN(CC)c1ccc(/C=N/NC(=O)c2cccc(S(=O)(=O)Nc3ccccc3OC)c2)c(O)c1
    nt | -0.6 | 21.1 | 6.8 | -9.9 | 3.6 | 16.8 | -74.7 | 1.8 | 4.9
4) O=S(=O)(O)c1cc(O)c2ccc(Nc3ccccc3)cc2c1
    i | 98.7* | 32.7* | 38.8 | 100.0* | 92.5* | 99.5* | 12.8 | 0.1 | 82.6*
5) O=C(Nc1ccc(C(F)(F)F)cc1)C1CCN(S(=O)(=O)c2ccc(N3CCCC3=O)cc2)CC1
    i | -0.6 | -5.5 | -3.6 | -4.5 | 0.2 | -6.8 | -2.0 | 0.3 | 2.8
6) COCCNC(=O)C(c1cccs1)N(C(=O)Cn1nnc2ccccc21)c1ccccc1 (stereo not drawn)
    i | -1.0 | -0.6 | 5.8 | 3.3 | -2.0 | -7.6 | 6.6 | 0.1 | 2.5
7) COc1cc(CNCc2ccccc2)ccc1OCC(O)c1ccccc1 (stereo not drawn)
    i | -2.7 | -7.8 | 2.1 | -2.7 | -2.0 | -7.7 | -15.5 | -1.2 | 1.6
8) Cc1ccc(C2C=C(c3ccccc3)Nc3ncnn32)cc1 (stereo not drawn)
    i | -0.3 | -4.6 | -3.6 | 1.9 | -2.1 | -5.8 | 30.1 | 0.2 | -11.4
9) Cc1nnc(N(C)C(=O)Cc2ccc3c(c2)OCO3)s1
    i | -0.4 | -2.5 | -1.4 | -6.0 | 0.7 | 1.6 | -0.4 | -0.7 | -0.7
10) Cc1ccc(S(=O)(=O)Nc2ccc(NC(=O)/C=C/C(=O)O)cc2)cc1
    i | 0.5 | -2.5 | -2.0 | -1.4 | -0.7 | 12.3 | 10.0 | -0.7 | 1.7

Results (from the top)
Below each SMILES – Rpn11 inh | STEP inh | NadD block | CSN inh | DNMT1 inh | LMPTP inh | Scp-1 inhibitor | MLLE-PAM2 inh | TbMetRS inhib | SUMO1-SIM PPI
1) O=C(CN1C(=O)NC2(CCCc3ccccc32)C1=O)c1ccc(F)c(F)c1 (stereo not drawn)
    i | -0.8 | -1.3 | 3.8 | -11.3 | -2.7 | -12.4 | -5.6 | -0.3 | 0.5
2) CCSc1nsc(NC(=O)Nc2cccc(C(C)=O)c2)n1
    i | 0.2 | -2.9 | 0.8 | 0.6 | 0.3 | -5.7 | 8.6 | -0.4 | 1.4
3) CCN(CC)c1ccc(/C=N/NC(=O)c2cccc(S(=O)(=O)Nc3ccccc3OC)c2)c(O)c1
    nt | -0.6 | 21.1 | 6.8 | -9.9 | 3.6 | 16.8 | -74.7 | 1.8 | 4.9
4) O=S(=O)(O)c1cc(O)c2ccc(Nc3ccccc3)cc2c1
    i | 98.7* | 32.7* | 38.8 | 100.0* | 92.5* | 99.5* | 12.8 | 0.1 | 82.6*
5) O=C(Nc1ccc(C(F)(F)F)cc1)C1CCN(S(=O)(=O)c2ccc(N3CCCC3=O)cc2)CC1
    i | -0.6 | -5.5 | -3.6 | -4.5 | 0.2 | -6.8 | -2.0 | 0.3 | 2.8
6) COCCNC(=O)C(c1cccs1)N(C(=O)Cn1nnc2ccccc21)c1ccccc1 (stereo not drawn)
    i | -1.0 | -0.6 | 5.8 | 3.3 | -2.0 | -7.6 | 6.6 | 0.1 | 2.5
7) COc1cc(CNCc2ccccc2)ccc1OCC(O)c1ccccc1 (stereo not drawn)
    i | -2.7 | -7.8 | 2.1 | -2.7 | -2.0 | -7.7 | -15.5 | -1.2 | 1.6
8) Cc1ccc(C2C=C(c3ccccc3)Nc3ncnn32)cc1 (stereo not drawn)
    i | -0.3 | -4.6 | -3.6 | 1.9 | -2.1 | -5.8 | 30.1 | 0.2 | -11.4
9) Cc1nnc(N(C)C(=O)Cc2ccc3c(c2)OCO3)s1
    i | -0.4 | -2.5 | -1.4 | -6.0 | 0.7 | 1.6 | -0.4 | -0.7 | -0.7
10) Cc1ccc(S(=O)(=O)Nc2ccc(NC(=O)/C=C/C(=O)O)cc2)cc1
    i | 0.5 | -2.5 | -2.0 | -1.4 | -0.7 | 12.3 | 10.0 | -0.7 | 1.7
11) Cn1c(=O)c2c(nc(CN3CCN(C(=O)c4ccco4)CC3)n2Cc2ccc(Cl)cc2)n(C)c1=O
    i | 0.1 | 5.5 | 3.4 | -1.9 | -2.1 | -0.2 | 4.0 | -0.5 | 5.3
12) Cc1cccc(C)c1N(CC(=O)NCc1ccccc1)C(=O)c1csnn1
    i | 0.6 | -1.0 | 0.2 | 0.7 | -0.9 | -5.8 | 14.7 | -0.5 | 3.0
13) O=C(NCc1ccc(Cl)cc1)c1ccc(N2CCCC2=O)cc1
    i | 0.8 | -2.0 | -3.2 | -0.7 | 0.1 | -6.5 | 1.9 | -0.1 | 2.8
14) COc1ccc(OC(C)C(=O)Nc2cccc([N+](=O)[O-])c2)cc1 (stereo not drawn)
    i | 0.0 | -5.4 | -6.8 | 4.2 | 0.4 | -6.5 | 0.8 | -0.9 | -20.3
15) C/C(CC(=O)Nc1ccc(Cl)cc1Cl)=N\NC(=O)c1cnccn1
    i | 1.5 | 1.9 | -2.7 | 0.5 | -1.4 | -6.2 | 9.2 | 0.1 | 4.1
16) O=C1CCCN1c1cc(Cl)cc(Cl)c1
    i | -1.8 | 0.2 | -0.4 | 0.2 | -0.7 | -1.2 | 9.7 | -0.5 | 0.9
17) O=C(Oc1ccc(C(=S)N2CCOCC2)cc1)c1ccc(F)cc1
    i | 1.4 | -3.0 | 1.1 | 3.0 | 0.9 | -9.5 | 25.6 | -0.1 | 5.7
18) CCOc1ccc(C=NNc2ccc(S(=O)(=O)Nc3ccccc3C(=O)O)cc2[N+](=O)[O-])cc1
    i | 36.4 | 33.6* | -4.5 | 84.9* | 97.0* | 44.5 | 2.7 | -0.2 | 109.6*
19) O=C(c1n[nH]c(=O)c2ccccc12)N1CCN(Cc2ccc3c(c2)OCO3)CC1
    i | 1.2 | -4.4 | -1.8 | 0.4 | -0.2 | -5.8 | -0.9 | -0.6 | -4.5
20) COC(=O)C1(C)NC(=O)c2ccccc2N1 (stereo not drawn)
    i | -1.5 | -6.5 | -0.5 | 3.8 | -1.4 | -4.2 | 6.3 | 0.0 | -0.9
21) Cc1ccc2c(c1)N=C(c1ccccc1)CC(C(Cl)Cl)=N2
    i | -1.0 | 14.3 | 8.0 | -3.9 | 0.7 | -14.2 | -19.0 | 0.7 | -15.9
22) COCCn1c(C)cc(C(=O)COc2ccc(N(C)S(=O)(=O)c3ccc(C)cc3)cc2)c1C
    i | 0.3 | -2.1 | -1.0 | -2.3 | 1.9 | -17.8 | -5.0 | -0.4 | 2.2
23) CCN1CCN(c2ccc(S(=O)(=O)N3CCCCC3)cc2NC(=O)c2ccc(F)cc2)CC1
    i | -1.1 | 0.4 | -4.3 | -0.3 | -0.9 | 3.7 | -118.4 | -0.5 | 0.8
24) COC(=O)[C@]1(C)N[C@H](CN(C)C(=O)c2ccc(F)cc2)[C@@H]2C(=O)N(C)C(=O)[C@@H]21
    i | -2.6 | -0.6 | -3.7 | 6.4 | -2.6 | 8.2 | -17.3 | -2.4 | -1.9
25) O=C(c1ccc(OC2CCN(CCCc3ccccc3)CC2)cc1)N1CCCC1
    i | 1.6 | -9.8 | -0.4 | 2.7 | 1.2 | 0.1 | 2.8 | -0.5 | 0.3
26) CC(C)(CNC(=O)c1cccc(F)c1)CNC(=O)c1cccc(F)c1
    i | -1.6 | -3.6 | 0.2 | -0.7 | -0.3 | -3.1 | 5.6 | 1.2 | 0.1
27) COc1cc(OC)cc(-c2nnc(SCC(=O)NCc3cccs3)o2)c1
    i | 5.5 | -4.6 | 3.7 | 0.7 | 0.6 | -2.7 | 3.9 | -0.3 | 6.0
28) CCCCCCCN1CCC(=O)N([C@H](CO)CC(C)C)CC1
    i | 1.0 | -7.8 | 5.4 | -3.7 | -1.3 | -1.6 | -1.6 | -0.5 | -0.7
29) NS(=O)(=O)c1ccc(NC(=S)N2CCN(Cc3ccc(Cl)c(Cl)c3)CC2)cc1
    i | -0.1 | -2.3 | -3.0 | -6.3 | 0.7 | -2.5 | -108.1 | -0.9 | 1.6
30) CCOCCCNC(=O)Cn1cnc2c(cnn2-c2ccc(OC)cc2)c1=O
    i | -0.6 | -2.0 | 4.7 | -1.2 | -0.3 | -4.5 | -10.1 | -0.8 | 1.3
31) CN(C(=O)COc1cc(=O)n(C)c2ccccc12)c1cccc(Cl)c1
    i | 1.2 | 2.5 | -4.3 | -2.0 | -0.7 | -8.0 | -5.4 | -0.7 | 7.7
32) CC1CCN(CCCNc2cc(NCCO)c([N+](=O)[O-])c3nonc23)CC1
    i | 3.6 | -5.5 | 0.0 | -1.5 | 1.3 | -1.8 | 9.4 | -0.3 | -32.3
33) CSc1nc(-c2cccs2)c(C#N)c(=O)[nH]1
    i | 1.7 | 2.7 | 6.2 | -2.3 | 0.2 | -0.7 | -21.0 | 2.1 | -9.2
34) Cn1c(=O)[nH]c(=O)c2c1nc(N1CCOCC1)n2CCN1CCOCC1
    i | -4.9 | 0.4 | 0.0 | -1.6 | -2.9 | 1.1 | 15.4 | 0.1 | 1.3
35) CC(NC(=O)CNC(=S)N(Cc1cccs1)C1CCCC1)c1ccccc1 (stereo not drawn)
    i | 2.4 | -1.2 | 2.1 | 4.0 | 0.3 | -4.0 | -128.2 | 2.1 | -1.0
36) OCC1CCCN(C(=S)Nc2ccc(Oc3ccccc3)cc2)C1 (stereo not drawn)
    i | 11.3 | -0.3 | 1.6 | 0.6 | 0.3 | 4.8 | -97.3 | -2.0 | 0.3
37) CCCCC1CCC(C(=O)OCC(=O)Nc2ccc(S(N)(=O)=O)cc2)CC1 (stereo not drawn)
    i | -0.7 | -4.8 | -4.6 | -2.1 | 3.7 | -6.5 | -5.9 | -0.9 | -0.7
